Source: PubChem BioAssay (several laboratories)
M4 antag: human M4 muscarinic receptor antagonists, primary screen, CHO cells, Fluo-8 calcium fluorescence | AID 624125, 2012 | 360,000 tested, 0.73% active | inhibition, % at 3 µM | Muscarinic acetylcholine receptor M4 (Homo sapiens), P08173 | CHO-hM4 cells, ACh EC80;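 active = inhibition above its plate's cutoff, the mean inhibition of sample wells plus 3 SD, cut at about 27% in these data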;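 also: 0% = acetylcholine EC80 with DMSO and 100% = DMSO without agonist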
Target sequence (P08173 whole entry, looked up): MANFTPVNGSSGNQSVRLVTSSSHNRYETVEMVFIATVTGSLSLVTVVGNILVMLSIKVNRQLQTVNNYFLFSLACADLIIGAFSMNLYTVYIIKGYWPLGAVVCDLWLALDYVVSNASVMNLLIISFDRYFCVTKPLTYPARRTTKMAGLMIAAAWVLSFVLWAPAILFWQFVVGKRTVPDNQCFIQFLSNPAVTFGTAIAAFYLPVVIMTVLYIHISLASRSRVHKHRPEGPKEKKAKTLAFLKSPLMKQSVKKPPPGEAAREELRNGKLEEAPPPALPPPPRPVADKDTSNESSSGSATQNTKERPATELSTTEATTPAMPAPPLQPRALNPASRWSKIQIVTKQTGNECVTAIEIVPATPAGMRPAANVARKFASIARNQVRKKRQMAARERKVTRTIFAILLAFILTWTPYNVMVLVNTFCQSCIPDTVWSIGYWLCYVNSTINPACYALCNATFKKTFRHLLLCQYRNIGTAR
CHRM4 PAM: human M4 muscarinic receptor positive allosteric modulators, primary screen, CHO-K1 cells, Fluo-8 calcium fluorescence. AID 624126, 2012. Muscarinic acetylcholine receptor M4 (Homo sapiens), P08173. CHO-K1 hM4/Gqi5, ACh EC20; 0% = ACh EC20, 100% = maximal ACh. activation, % at 3 µM. 360,000 tested, 0.4% active;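 active = activation above its plate's cutoff, the mean activation of sample wells plus 3 SD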; also: some results filed as inactive read as strong as hits
CHRM5 PAM: human M5 muscarinic receptor positive allosteric modulators, primary screen, CHO-K1 cells, Fluo-8 calcium fluorescence | CHO-K1 hM5, ACh EC20 PAM; 0% = ACh EC20, 100% = ACh EC100 | activation, % at 3 µM | 360,000 tested, 0.3% active | AID 624038, 2012;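 active = activation above the run cutoff, the mean activation of all test compounds plus 3 SD, cut at about 18% in these data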
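System: CHO-K1 cell line with stable human muscarinic M5 receptor expression | Also added: EC20 acetylcholine as agonist stimulus | Compound: One concentration, 3 µM final (nominal) | Timing: Fluo-8 loading 80 min at 37 °C plus 30 min room temperature | Measured by: Fluo-8 calcium dye fluorescence, kinetic read | Read-out basis: % activation, ACh-normalized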
CHRM4 agonist: human M4 muscarinic receptor agonists, primary screen, CHO-K1 cells, Fluo-8 calcium fluorescence; Muscarinic acetylcholine receptor M4 (Homo sapiens), P08173; CHO-K1 hM4/Gqi5; vehicle 0%, full acetylcholine response 100%; activation, % at 3 µM; 360,000 tested, 0.14% active; AID 624127, 2012;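 active = activation above the run mean over all test wells plus 3 SD, cut at about 32% in these data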;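 also: peak over basal fluorescence ratio per well then scaled between controls; 0% = DMSO wells and 100% = acetylcholine at EC100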
M1 PAM: human M1 muscarinic receptor positive allosteric modulators, primary screen, CHO-K1 cells, Fluo-8 calcium fluorescence, 1536-well. CHO-K1 hM1, ACh EC20; 0% = ACh EC20, 100% = maximal ACh. activation, % at 3 µM. 360,000 tested, 0.088% active; in the data active = activation above about 19%, passing the limit was not always enough
Target sequence (P11229 whole entry, looked up): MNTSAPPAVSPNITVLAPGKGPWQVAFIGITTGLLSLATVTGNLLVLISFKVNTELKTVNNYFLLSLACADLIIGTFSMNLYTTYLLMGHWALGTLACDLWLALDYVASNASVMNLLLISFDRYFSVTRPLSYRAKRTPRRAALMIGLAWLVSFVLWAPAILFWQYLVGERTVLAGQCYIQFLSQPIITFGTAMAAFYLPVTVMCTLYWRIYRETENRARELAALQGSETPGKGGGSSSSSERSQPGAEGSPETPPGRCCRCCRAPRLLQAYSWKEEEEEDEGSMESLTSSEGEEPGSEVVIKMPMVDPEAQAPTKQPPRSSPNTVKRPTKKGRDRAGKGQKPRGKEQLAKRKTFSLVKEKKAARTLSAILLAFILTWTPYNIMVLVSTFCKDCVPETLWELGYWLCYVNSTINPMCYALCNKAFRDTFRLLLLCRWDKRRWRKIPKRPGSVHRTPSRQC
M1 antag: human M1 muscarinic receptor antagonists, primary screen, CHO-K1 cells, Fluo-8 calcium fluorescence, 1536-well. CHO-K1 hM1, ACh EC80 antagonist. inhibition, % at 3 µM. 360,000 tested, 1.3% active;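 active = percent inhibition above its own plate's cutoff, namely the mean of that plate's compound wells plus 3 SD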;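 also: peak over basal fluorescence ratio during 140 s after agonist addition; 0% = ACh EC80 plus DMSO and 100% = DMSO alone without agonist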
CRFR2-BP ag: agonists of CRF-BP/CRF-R2 complex, primary screen, cell-based, HEK293, calcium dye fluorescence, uHTS. calcium dye fluorescence (FLIPR); percent of saturating CRF peptide response. activation, % at 13.2 µM. 350,000 tested, 0.46% active. AID 588473, 2011;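 active = activation of at least 50%, plus an integration ratio under a set limit after plate pattern correction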;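 also: plate controls were neutral control wells without compound for no effect and CRF at EC100 for full effect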
M5 antag: human M5 muscarinic receptor antagonists, primary screen, CHO cells, Fluo-8 calcium fluorescence; Muscarinic acetylcholine receptor M5 (Homo sapiens), P08912; CHO-hM5 cells, ACh EC80; inhibition, % at 3 µM; 360,000 tested, 0.59% active; AID 624040, 2012;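 active = inhibition above a per-plate cutoff, the mean of that plate's test compounds plus 3 SD, cut at about 27% in these data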;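 also: 0% = acetylcholine EC80 with DMSO and 100% = DMSO without agonist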
CHRM5 agonist: human M5 muscarinic receptor agonists, primary screen, CHO-K1 cells, Fluo-8 calcium fluorescence. AID 624037, 2012. Muscarinic acetylcholine receptor M5 (Homo sapiens), P08912. activation, % at 3 µM. 360,000 tested, 0.19% active. CHO-K1 hM5 cells; 0% DMSO wells, 100% maximal acetylcholine response;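 active = activation above the run's mean over test compounds plus 3 SD, cut at about 23% in these data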;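 also: signal is peak over basal fluorescence ratio across the kinetic read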
Active calls of the source: *.

For Cc1cc(=O)oc2cc(O)cc(OCc3ccccc3)c12 the results were M4 antag -16, CHRM4 PAM -2, CHRM5 PAM -23, CHRM4 agonist 11, M1 PAM -8, M1 antag -1, CRFR2-BP ag -6.2, M5 antag -5 and CHRM5 agonist 2.
Screening CCC(=O)N(CCc1ccc(S(N)(=O)=O)cc1)C1CC(=O)N(c2ccc(OC)cc2)C1=O (stereo unspecified) returned M4 antag -6, CHRM4 PAM 6, CHRM5 PAM 4, CHRM4 agonist 1, M1 PAM 2, M1 antag -1, CRFR2-BP ag 0.6, M5 antag -7 and CHRM5 agonist -6.
For Cc1ccc(NS(=O)(=O)N2CCOCC2)cc1Cl the results were M4 antag -1, CHRM4 PAM 1, CHRM5 PAM -6, CHRM4 agonist 2, M1 PAM 8, M1 antag -7, CRFR2-BP ag -0.1, M5 antag 12 and CHRM5 agonist -6.
`CC(C)N(Cc1ccccc1)C(=S)Nc1cccnc1` gave M4 antag -7, CHRM4 PAM 2, CHRM5 PAM 0, CHRM4 agonist 0, M1 PAM 4, M1 antag 1, CRFR2-BP ag -0.1, M5 antag -2 and CHRM5 agonist -1.
`O=C(CN1CCCCCC1)Nc1ccccc1` gave M4 antag 4, CHRM4 PAM -1, CHRM5 PAM 3, CHRM4 agonist 0, M1 PAM -7, M1 antag 9, CRFR2-BP ag -2.0, M5 antag 2 and CHRM5 agonist -4.
Screening Cc1ccc(CNC(=O)C2CCCN(c3nc4ccccc4o3)C2)cc1 (stereo unspecified) returned M4 antag -3, CHRM4 PAM -3, CHRM5 PAM -4, CHRM4 agonist 1, M1 PAM 2, M1 antag -5, CRFR2-BP ag -5.5, M5 antag 3 and CHRM5 agonist 0.
CC(C)(C)OC(=O)C[C@@H]1C/C=C\C[C@H](CC(=O)NCCO)C(=O)N[C@@H](Cc2ccccc2)COC1=O was read as M4 antag -8, CHRM4 PAM 2, CHRM5 PAM 2, CHRM4 agonist 1, M1 PAM 3, M1 antag 4, CRFR2-BP ag 0.5, M5 antag 12 and CHRM5 agonist 1.
Screening COc1ccc(C2=NOC(C(=O)Nc3cccnc3)C2)cc1OC (stereo unspecified) returned M4 antag -3, CHRM4 PAM 6, CHRM5 PAM -3, CHRM4 agonist 0, M1 PAM 2, M1 antag -22, CRFR2-BP ag -0.3, M5 antag 1 and CHRM5 agonist 1.
For Cc1c(F)cccc1NC(=O)CCCCCC1NC(=O)NC1C (stereo unspecified) the results were M4 antag 1, CHRM4 PAM -6, CHRM5 PAM 2, CHRM4 agonist 3, M1 PAM 4, M1 antag 3, CRFR2-BP ag 1.2, M5 antag 9 and CHRM5 agonist 2.
For CCN(C(=O)CN1CCN(c2ccc(O)cc2)CC1)c1c(N)n(Cc2ccccc2)c(=O)[nH]c1=O the results were M4 antag -4, CHRM4 PAM 4, CHRM5 PAM 8, CHRM4 agonist 0, M1 PAM 10, M1 antag -8, CRFR2-BP ag 0.9, M5 antag 8 and CHRM5 agonist -2.
`Cn1nnnc1SCc1cc(=O)[nH]c2ccccc12` gave M4 antag 5, CHRM4 PAM 6, CHRM5 PAM 11, CHRM4 agonist 1, M1 PAM 7, M1 antag -23, CRFR2-BP ag -1.4, M5 antag -8 and CHRM5 agonist -4.
O=C1NC(=O)C2C1C(c1ccccc1)N1C3C(=O)NC(=O)C3C(c3ccccc3)N21 (stereo unspecified) was read as M4 antag 1, CHRM4 PAM 4, CHRM5 PAM 8, CHRM4 agonist 0, M1 PAM 1, M1 antag -19, CRFR2-BP ag -0.7, M5 antag -5 and CHRM5 agonist -1.

As a short view, two of the compounds above:
`Cn1nnnc1SCc1cc(=O)[nH]c2ccccc12` gave M4 antag 5, CHRM4 PAM 6, CHRM5 PAM 11, CHRM4 agonist 1, M1 PAM 7, M1 antag -23, CRFR2-BP ag -1.4, M5 antag -8 and CHRM5 agonist -4.
O=C1NC(=O)C2C1C(c1ccccc1)N1C3C(=O)NC(=O)C3C(c3ccccc3)N21 (stereo unspecified) was read as M4 antag 1, CHRM4 PAM 4, CHRM5 PAM 8, CHRM4 agonist 0, M1 PAM 1, M1 antag -19, CRFR2-BP ag -0.7, M5 antag -5 and CHRM5 agonist -1.

(next part)
For O=C(CCSCCC(=O)NN=Cc1ccccc1)NN=Cc1ccccc1 the results were M4 antag -5, CHRM4 PAM 0, CHRM5 PAM 0, CHRM4 agonist 1, M1 PAM 1, M1 antag -8, CRFR2-BP ag -1.7, M5 antag 0 and CHRM5 agonist -1.
For CCOC(=O)N(C)c1c(CC)nc2c(OCc3cc(Cl)cc(Cl)c3)cccn12 the results were M4 antag -2, CHRM4 PAM -8, CHRM5 PAM -2, CHRM4 agonist 3, M1 PAM -15, M1 antag -1, M5 antag 0 and CHRM5 agonist -2.
Cn1c(=O)c2c(ncn2CC(COCc2ccccc2Cl)OCc2ccccc2Cl)n(C)c1=O (stereo unspecified) was read as M4 antag 3, CHRM4 PAM -6, CHRM5 PAM 0, CHRM4 agonist 7, M1 PAM 6, M1 antag 2, CRFR2-BP ag -1.9, M5 antag 4 and CHRM5 agonist 0.
`NS(=O)(=O)c1cc(C(=O)OCC(=O)N2CCOCC2)ccc1Cl` gave M4 antag 4, CHRM4 PAM 3, CHRM5 PAM 4, CHRM4 agonist 1, M1 PAM 8, M1 antag -4, CRFR2-BP ag -0.8, M5 antag 8 and CHRM5 agonist -2.
Screening COc1ccc(Cl)cc1NS(=O)(=O)c1c(C)[nH]c(=O)[nH]c1=O returned M4 antag 6, CHRM4 PAM -1, CHRM5 PAM 2, CHRM4 agonist 1, M1 PAM 7, M1 antag 0, CRFR2-BP ag -1.6, M5 antag 8 and CHRM5 agonist 0.
Screening CN(CC(=O)Nc1ccc(Cl)cc1)C(=O)c1ccc(S(=O)(=O)Nc2ccccc2)cc1 returned M4 antag -12, CHRM4 PAM 3, CHRM5 PAM -2, CHRM4 agonist 3, M1 PAM 11, M1 antag -10, CRFR2-BP ag 2.0, M5 antag 7 and CHRM5 agonist 0.
`COc1cccc(CN2CC(C(=O)N(C)Cc3nc4ccc(F)cc4[nH]3)CCC2=O)c1` (stereo unspecified) gave M4 antag 5, CHRM4 PAM 0, CHRM5 PAM 2, CHRM4 agonist 0, M1 PAM 0, M1 antag -1, CRFR2-BP ag 0.5, M5 antag 3 and CHRM5 agonist -3.
CCN1CCN(C2=NC(=O)/C(=C/c3ccc(C)o3)S2)CC1 was read as M4 antag 5, CHRM4 PAM 0, CHRM5 PAM 0, CHRM4 agonist 1, M1 PAM 6, M1 antag -12, CRFR2-BP ag -2.1, M5 antag 3 and CHRM5 agonist 1.
O=C(CN1C(=O)/C(=C/c2ccc(F)cc2)SC1=S)N1CCN(CCc2ccccn2)CC1 was read as M4 antag -38, CHRM4 PAM -1, CHRM5 PAM -9, CHRM4 agonist 19, M1 PAM -11, M1 antag 21, CRFR2-BP ag -1.9, M5 antag -2 and CHRM5 agonist 0.
`Cn1nc(CC(=O)Nc2ccc3c(c2)CCC3)c2ccccc2c1=O` gave M4 antag 2, CHRM4 PAM -3, CHRM5 PAM -11, CHRM4 agonist 6, M1 PAM 1, M1 antag -3, CRFR2-BP ag 1.3, M5 antag 5 and CHRM5 agonist 6.
Screening CCOC(=O)c1ccc[n+](CC(=O)Nc2cc(C(F)(F)F)ccc2Cl)c1 returned M4 antag -11, CHRM4 PAM 1, CHRM5 PAM 2, CHRM4 agonist 2, M1 PAM 0, M1 antag 2, CRFR2-BP ag -1.3, M5 antag -4 and CHRM5 agonist -15.
Screening O=C(CN1C(=O)C2C3C=CC(C3)C2C1=O)Nc1nc2ccccc2[nH]1 (stereo unspecified) returned M4 antag 17, CHRM4 PAM 0, CHRM5 PAM -2, CHRM4 agonist 3, M1 PAM 4, M1 antag -7, CRFR2-BP ag 0.8, M5 antag -3 and CHRM5 agonist 0.
`CCCCS(=O)(=O)N1CCN(S(=O)(=O)c2cccs2)CC1` gave M4 antag -4, CHRM4 PAM 0, CHRM5 PAM -3, CHRM4 agonist 2, M1 PAM 5, M1 antag -2, CRFR2-BP ag 0.0, M5 antag 3 and CHRM5 agonist -4.
CCOc1ccc(S(=O)(=O)N2CCCCC2)cc1NC(=O)C1CCC1 was read as M4 antag 6, CHRM4 PAM 10, CHRM5 PAM -2, CHRM4 agonist 0, M1 PAM 6, M1 antag -7, CRFR2-BP ag -2.4, M5 antag -3 and CHRM5 agonist 1.
`COc1cccc(NC(=O)COc2ncnc3sc(C)c(C)c23)c1` gave M4 antag 5, CHRM4 PAM 13, CHRM5 PAM 1, CHRM4 agonist 1, M1 PAM 10, M1 antag -17, CRFR2-BP ag -0.9, M5 antag -6 and CHRM5 agonist 2.
CC1CCCCN1S(=O)(=O)c1cn(C)c(=O)n(C)c1=O (stereo unspecified) was read as M4 antag -7, CHRM4 PAM 6, CHRM5 PAM 3, CHRM4 agonist 0, M1 PAM 11, M1 antag -15, CRFR2-BP ag 2.6, M5 antag -3 and CHRM5 agonist 1.
`O=C(C=Cc1ccccc1)c1ccc([N+](=O)[O-])cc1` gave M4 antag 6, CHRM4 PAM -5, CHRM5 PAM 4, CHRM4 agonist 0, M1 PAM -2, M1 antag 0, CRFR2-BP ag -2.7, M5 antag 11 and CHRM5 agonist -3.
`O=C(N/N=C/c1ccc(F)cc1)c1ccccc1` gave M4 antag -3, CHRM4 PAM 6, CHRM5 PAM 9, CHRM4 agonist 5, M1 PAM 3, M1 antag 7, CRFR2-BP ag -0.7, M5 antag 0 and CHRM5 agonist 2.
For O=S(=O)(Cc1ccccc1)C1CCCCC1O (stereo unspecified) the results were M4 antag -8, CHRM4 PAM -3, CHRM5 PAM 2, CHRM4 agonist 0, M1 PAM 4, M1 antag -11, CRFR2-BP ag -1.0, M5 antag 11 and CHRM5 agonist 1.
For CCOc1ccc(NCc2cccn2-c2nnc(N3CCC(C(=O)NCCCN4CCCCC4)CC3)s2)cc1 the results were M4 antag 1, CHRM4 PAM -14, CHRM5 PAM -12, CHRM4 agonist 0, M1 PAM -21, M1 antag 63*, CRFR2-BP ag 0.6, M5 antag 18 and CHRM5 agonist -11.
Screening COc1ccc(-c2cn3c(C)c(C(=O)NC(C)(C)C)sc3n2)cc1 returned M4 antag 14, CHRM4 PAM -9, CHRM5 PAM -7, CHRM4 agonist 4, M1 PAM -13, M1 antag 0, CRFR2-BP ag -2.4, M5 antag 6 and CHRM5 agonist 3.
Screening COc1cccc(-n2nnnc2SCC(=O)Nc2ccc(C(C)=O)cc2)c1 returned M4 antag 0, CHRM4 PAM -6, CHRM5 PAM -23, CHRM4 agonist 2, M1 PAM 2, M1 antag -1, CRFR2-BP ag 1.0, M5 antag 0 and CHRM5 agonist -5.
